# Assay outcomes as filed in PubChem.
# Arr AP2 block = inhibitors of human beta-arrestin and AP2 interaction | FITC-arrestin peptide / GST-AP2 beads, flow cytometry; AP2 beta2 appendage carries R879A mutation | inhibition, % at 10 µM | 340,000 tested, 0.31% active | AID 504490;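 active means inhibition above a set limit, near 3 SD of compounds lacking own fluorescence, cut at about 54% in these data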;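 further: plate controls were DMSO wells for no effect and 5 µM unlabelled arrestin peptide for full effect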
#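 Material – AP2 appendage R879A on GSH beads · Buffer or medium – PBS with 0.05% Tween 20 and 0.1% BSA · Probe or stimulus – fluorescein-tagged arrestin peptide at 50 nM final · Incubation – compound with beads 12 min RT, then probe 1 h RT · Detection – high-throughput flow cytometry of beads, ex 488, em 535 nm · Evaluation – percent response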
# Ecoli viability = bacterial growth inhibition, counter-screen for AddAB inhibitors; 330,000 tested, 0.27% active; E. coli V3065 growth, OD600 absorbance, 18 h; inhibition, % at 11.9 µM; AID 449728;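 active means inhibition above the campaign's mean inhibition across all tested compounds plus 3 SD, cut at about 9.9% in these data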;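 further: uninfected addAB+ strain grown without phage in ampicillin broth; 0% = DMSO wells and 100% = ciprofloxacin 0.95 µg/ml wells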
# MOR-DOR ag = OPRM1-OPRD1 heterodimerization agonism; activation, % at 9.3 µM; 340,000 tested, 0.3% active; cells, luminescence; AID 504326; in the data active means activation above about 18%;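 further: 0% = vehicle-treated cells and 100% = reference agonist; values of inactives mirror those of a sister screen read the other way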
# Pemphigus Ab inh = human desmoglein-3 autoantibody binding inhibition; binding (percent of control), % at 10 µM; 310,000 tested, 0.48% active; DSG3-coupled beads, scFv-anti-DSG3-GFP binding, flow cytometry; hits give low values; P32926; AID 588358;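 active means binding more than 3 SD below its plate's average and above zero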;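 further: hits lower antibody fragment binding to DSG3; some compounds called inactive have numbers as strong as hits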
# Target sequence (P32926 whole entry, looked up, the tested form may be a part): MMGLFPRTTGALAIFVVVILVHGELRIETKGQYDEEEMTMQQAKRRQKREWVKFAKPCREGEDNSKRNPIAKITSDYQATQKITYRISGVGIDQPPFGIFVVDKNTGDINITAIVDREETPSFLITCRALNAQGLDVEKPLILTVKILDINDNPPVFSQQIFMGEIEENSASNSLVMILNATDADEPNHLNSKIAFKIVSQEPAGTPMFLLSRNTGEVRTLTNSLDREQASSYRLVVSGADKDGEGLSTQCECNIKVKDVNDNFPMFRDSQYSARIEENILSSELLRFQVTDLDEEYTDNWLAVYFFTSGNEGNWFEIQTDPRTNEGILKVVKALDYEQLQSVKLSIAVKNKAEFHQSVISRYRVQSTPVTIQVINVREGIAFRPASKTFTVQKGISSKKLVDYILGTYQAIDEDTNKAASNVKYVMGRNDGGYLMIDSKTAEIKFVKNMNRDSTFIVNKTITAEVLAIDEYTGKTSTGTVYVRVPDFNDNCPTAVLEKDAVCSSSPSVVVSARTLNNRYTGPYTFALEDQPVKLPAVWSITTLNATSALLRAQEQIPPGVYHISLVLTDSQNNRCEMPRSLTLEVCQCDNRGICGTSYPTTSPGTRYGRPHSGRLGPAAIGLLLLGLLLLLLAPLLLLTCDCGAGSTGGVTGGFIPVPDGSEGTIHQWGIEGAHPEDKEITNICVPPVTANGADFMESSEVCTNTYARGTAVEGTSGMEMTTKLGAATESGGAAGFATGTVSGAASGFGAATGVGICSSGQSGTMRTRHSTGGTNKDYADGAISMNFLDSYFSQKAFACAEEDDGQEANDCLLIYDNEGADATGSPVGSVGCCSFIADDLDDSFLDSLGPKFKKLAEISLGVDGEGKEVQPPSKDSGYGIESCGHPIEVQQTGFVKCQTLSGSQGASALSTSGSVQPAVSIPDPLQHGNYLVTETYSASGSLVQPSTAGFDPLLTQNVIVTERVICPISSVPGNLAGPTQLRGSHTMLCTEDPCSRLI
# phage Ecoli inh = E. coli growth loss with phage present. growth absorbance. inhibition, % at 11.9 µM. 360,000 tested, 0.26% active. AID 651602; in the data active means inhibition above about 11%
# SUMO Mot1 rescue = SUMOylation pathway inhibition by Mot1-301 growth rescue; S. cerevisiae Mot1-301 growth rescue, ATP luminescence, 38.5C; percent above DMSO median, 100 means doubled; growth rescue, % at 18.8 µM; 320,000 tested, 1% active;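 active means every valid replicate shows activation above 250% relative to neutral control wells; inactive means the rest, any valid replicate at or below 250%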;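 further: OY570 slx delta 5 strain wells were the positive control but not used for scaling; some compounds called inactive have numbers as strong as hits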
# MOR-DOR inv ag = inverse agonist of human OPRM1-OPRD1 heterodimerization. P35372+P41143. cell-based MOR-DOR heterodimer luminescence, inverse agonism. inhibition, % at 9.3 µM. 340,000 tested, 0.21% active. AID 504357; in the data active means inhibition above about 22%, passing the limit was not always enough;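 further: 0% = cells with DMSO and 100% = wells without cells with DMSO; values of inactives mirror those of a sister screen read the other way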
# Tat transport = E. coli Tat transport inhibition; E. coli MC4100 TorA-mCherry Tat export, fluorescence; inhibition, % at 10 µM; 340,000 tested, 0.036% active; AID 488895;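 active means mean replicate inhibition at least 50% and at least half of replicates individually reaching 50%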;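 further: exported cargo escapes ClpAP degradation while cytoplasmic cargo is degraded and loses fluorescence; 0% = median of neutral control wells and 100% = median of NaSCN control wells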
# PKA-R1A activ = activators of PKA-R1A complex; PKA-R1A dissociation, Cy5-IP20 fluorescence polarization; scaled: DMSO 0%, 113 µM cGMP 100%; activation, % at 11.4 µM; 340,000 tested, 0.083% active; AID 504707;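 active means percent activation above the mean of all tested compounds plus 3 SD, cut at about 19% in these data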;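 further: higher means more PKAc released from R1A so a rise in polarization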
# AddAB inh = less growth of phage-infected E. coli with AddAB. E. coli expressing H. pylori AddAB, absorbance growth. inhibition, % at 11.9 µM. 330,000 tested, 0.29% active. AID 435030; in the data active means inhibition above about 12%;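 further: 0% = vehicle wells of infected cells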
# PfHsp90 yeast 2 = inhibits growth of yeast expressing Plasmodium falciparum Hsp90 | S. cerevisiae expressing PfHsp90, BacTiter-Glo ATP, 48 h; yeast lacking PDR1 and PDR3 efflux regulators | inhibition, % at 9.4 µM | 310,000 tested, 0.32% active | AID 504621;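 active means every replicate shows inhibition above about 80%, whatever the replicate mean, limit read from the data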;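 further: 0% = DMSO neutral controls and 100% = 20 µM radicicol positive controls; yeast relying on Plasmodium falciparum Hsp90 in place of its own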
# * = called active by the depositor; i = inactive; · = not tested or not shown; & = joins results of further samples. Compounds as they come; about 2.8% have a hit in one of these screens.
item	Structure	Ecoli viability	phage Ecoli inh	PfHsp90 yeast 2	PKA-R1A activ	AddAB inh	SUMO Mot1 rescue	Arr AP2 block	MOR-DOR ag	Pemphigus Ab inh	Tat transport	MOR-DOR inv ag
1	Cc1ccc(-n2c3nc(=O)[nH]c(=O)c-3cc3cc([N+](=O)[O-])ccc32)cc1C	-0.6	1.3	-11	-12	3.0	-16	-19	-1.1	104	24	8
2	O=C1c2ccccc2C(=O)c2c1ccc1c(=O)n(C3CCCCC3)[nH]c21	-0.8	3.6	-13	5	1.4	4	30	-0.8	98	-7	4
3	CCC(c1nnnn1C(C)(C)C)N1CCN(C(=O)c2ccco2)CC1 (stereo unspecified)	0.8	0.5	-18	0	1.5	1	5	-1.4	91	8	9
4	COc1ccccc1CNC(=O)c1ccccc1OCc1ccc(F)cc1	0.1	0.4	-8	4	0.1	7	-14	1.6	97	11	-10
5	COc1ccc(S(=O)(=O)c2c(O)c3ccc(C(=O)Nc4ccc(F)cc4)cc3[nH]c2=O)cc1	0.7	2.4	-7	-11	3.7	-7	6	-0.9	106	6	4
6	NS(=O)(=O)c1ccc(CNC(=O)C(Cc2ccccc2)NS(=O)(=O)c2ccccc2F)cc1 (stereo unspecified)	-1.6	0.2	-3	-11	-2.2	123	12	-2.4	89	-5	14
7	O=C(NC(=S)NCCc1ccccc1)c1cccc(Cl)c1	1.0	3.7	-1	-5	2.1	25	-2	3.5	·	7	-20
8	O=[N+]([O-])c1cc(/C=N/n2cnnc2)ccc1N1CCCC1	-2.5	4.8	-11	-11	3.7	-8	-3	-0.2	104	2	2
9	Cc1cc(-c2cc(C(=O)NCc3ccccc3)on2)nc(NCC2CC2)n1	-3.0	-0.9	-5	-2	-0.6	-12	40	-0.1	100	0	1
10	CCOC(=O)N1CCN(C(=O)C2CCC(=O)N(CCc3ccccc3)C2)CC1 (stereo unspecified)	-0.1	1.5	-5	-9	-0.4	0	-7	-2.2	·	-2	12
11	CC(=O)c1cccc(NC(=S)NC(=O)c2cncc(Br)c2)c1	-0.7	3.3	-14	-7	0.5	-8	13	-4.0	113	-6	22
12	Cn1c(=O)c2sccc2n(Cc2ccccc2)c1=O	0.3	0.2	-1	-15	0.2	0	-12	-1.7	112	4	9
13	CCN(CC)CCOC(=O)c1ccc(NC(=O)c2ccc(Cl)c(S(=O)(=O)N3CCCCCC3)c2)cc1	-0.5	0.9	3	-6	0.3	-1	18	-1.4	106	-1	6
14	O=C(NCc1ccccc1)c1ccccc1NC(=O)C1CCCCC1	2.0	0.8	-9	-2	1.5	-1	29	3.0	110	2	-12
15	CCN(Cc1ccccc1)C(=S)NC(=O)c1ccccc1Br	-4.6	-2.6	11	1	-4.8	37	-2	-3.4	102	0	15
16	Clc1cccc(/C(Cc2nc3ccccc3[nH]2)=N\Nc2ccccc2)c1	1.0	4.6	8	-13	-2.1	29	8	2.5	·	-10	-13
17	COc1ccccc1OCCn1c(C)c(C=O)c2ccccc21	3.5	-1.5	-8	-1	1.3	-10	10	-2.6	99	-10	12
18	Cc1ccc(/C=C(\NC(=O)c2ccccc2)C(=O)N2CCCCC2)cc1	-1.2	1.2	4	-11	1.0	5	0	-3.3	100	-7	15
19	COc1ccc2[nH]c3c(c2c1)CC(C)NC3=O (stereo unspecified)	·	-1.2	6	1	·	-13	4	-3.1	119	13	15
20	CCOC(=O)Cn1c(=O)c2c(nc3n2CCCCN3c2ccc(OCC)cc2)n(C)c1=O	-1.1	1.5	8	5	-1.1	104	-3	0.6	97	-4	-3
21	Cc1no[n+]([O-])c1COc1ccccc1/C=C1\NC(=S)NC1=O	0.9	2.6	·	-6	2.8	4	-10	1.6	106	-1	-8
22	COc1ccccc1NC(=O)Cc1nc(CCl)cs1	-2.4	4.9	7	3	2.1	-5	-5	-3.1	78	4	16
23	COC(=O)C(C(=O)Nc1cccc(Cl)c1C)C1CCCC1 (stereo unspecified)	-1.1	3.6	32	-17	2.4	3	-4	-0.8	103	0	5
24	CCOC(=O)N1CCN(C(=O)CSc2ccc(-c3ccccc3OC)nn2)CC1	-1.0	-2.6	-21	-12	0.8	298	-19	-1.4	101	1	7
25	CCOC(=O)C(NCCc1ccccc1F)(NC(=O)CC)C(F)(F)F (stereo unspecified)	-1.1	1.8	8	-2	1.9	52	18	-0.1	·	-7	0
26	Cc1ccc(C2=NC3(CCCC3)NC2=S)cc1	-0.5	0.0	-39	-6	0.9	5	-7	-2.1	102	6	11
27	O=C(Nc1cccc(F)c1)NC1(C(=O)NCC2CCCO2)CCCCC1 (stereo unspecified)	-0.3	0.9	16	0	2.5	12	-15	-1.4	·	5	11
28	CCn1c(SCc2nc(-c3ccccc3)no2)nc2ccccc21	1.2	2.2	6	7	-0.6	-9	1	1.6	102	12	-9
29	C#CCOCCOCCOCCNc1nc(N2CCN(C(=O)[C@H](CCC(=O)O)n3cc([C@@H](N)[C@H](C)CC)nn3)CC2)nc(N2CCN(C(=O)[C@H](CCC(=O)O)n3cc([C@@H](N)CC(N)=O)nn3)CC2)n1	-0.2	2.0	-23	1	1.7	-13	4	-0.8	106	-7	4
30	COc1cc(C(=O)NCc2cc3ccccc3n2C)cc(OC)c1OC	0.3	0.9	-9	-1	3.0	347	2	-2.5	112	0	13
31	Cc1cccc(N2CCN(S(=O)(=O)c3cnc[nH]3)CC2)c1C	-0.7	1.4	-1	8	-0.6	-4	1	-0.9	102	13	5
32	COc1ccc(C(=O)NC(=O)Nc2cc(C)ccn2)cc1	1.1	1.6	24	1	-0.4	-9	26	-1.9	103	4	11
33	O=C(c1cn(-c2ccccc2)nc1-c1cccnc1)N1CCCCC1	0.0	4.2	·	-6	2.8	10	-3	-0.7	·	-8	4
34	OCCN(CCO)c1nc(N2CCCCC2)c2nc(N(CCO)CCO)nc(N3CCCCC3)c2n1	3.1	2.1	-17	-5	0.7	-18	13	-1.6	·	-8&10	9
35	CNC(=O)c1ccc(-c2sc3nc(N4CCOCC4)c4c(c3c2N)CC(C)(C)OC4)o1	-1.1	2.7	-4	-5	0.5	212	9	-0.9	85	-1	5
36	COc1cccc(C(=O)Nc2cccc3cccnc23)c1OC	2.5	·	12	9	0.2	-1	9	-2.3	103	-8	11
37	CN(C)Cc1c(C(=O)N/N=C/c2cccc(OCc3c(F)cccc3Cl)c2)nnn1-c1nonc1N	0.6	0.2	-21	-2	4.4	13	-9	1.9	·	0	-10
38	CC(COc1ccccc1)N1CCC(CO)(CCc2ccccc2)CC1 (stereo unspecified)	-1.3	5.3	-11	-4	4.1	22	-12	176*	104	3	i
39	O=c1c2[nH]c3ccc(F)cc3c2ncn1CCCN1CCOCC1	0.3	3.5	3	2	1.1	-24	4	0.8	103	-1	-4
40	COc1ccc(C)cc1N(CC(=O)N/N=C/c1ccccc1C(=O)O)S(=O)(=O)c1ccccc1	1.5	1.7	7	-2	3.2	11	19	0.2	104	-2	-2
41	COc1ccc(CN2CCC(CO)(Cc3ccccc3)CC2)cc1Cn1cccn1	3.6	3.7	-4	-14	2.3	237	3	-0.1	102	-2	1
42	CC(Oc1ccccc1)C(=O)Nc1cc(Cl)ccc1-n1cncn1 (stereo unspecified)	-0.6	1.0	·	0	0.2	-4	-4	1.8	102	4	-11
43	COc1ccc(OC)c(N(CC(=O)NCCSCc2ccco2)S(=O)(=O)c2ccccc2)c1	-2.6	-1.4	-17	-1	2.5	-17	-6	1.2	105	12	-10
44	Cc1ccc(C)c(NC(=O)CCn2nc(C)cc2C)c1	1.1	1.3	13	2	1.6	-4	20	-2.9	107	-2	12
45	CN(CCN1CCOCC1)Cc1nc(-c2ccc3c(c2)OCO3)no1	2.8	0.6	3	-9	3.4	1	-4	-3.1	93	-4	16
46	COC(=O)c1ccc(C(=O)O)nc1	2.5	0.7	-7	4	2.5	-10	9	-0.2	108	-1	1
47	CCOC(=O)N1CCC(NC(=O)c2cc3c(C)nc4ccccc4c3o2)CC1	-1.1	1.9	6	-19	-0.7	0	-4	0.4	102	11	-2
48	Cc1ccc(S(=O)(=O)N(C)C[C@@H]2Oc3ccc(NS(=O)(=O)c4ccccc4)cc3CC(=O)N([C@@H](C)CO)C[C@H]2C)cc1	·	2.0	2	-10	·	·	23	-2.2	99	10	12
49	Cc1ccc(C(=O)NCC(=O)NC2CCCC2)cc1	-3.3	-0.9	16	7	-1.5	0	21	-0.4	74	-2	2
50	CN(CC(=O)NCCCN1CCOCC1)S(=O)(=O)c1ccc(Cl)cc1	-0.1	2.7	·	6	-0.9	-15	41	-0.4	89	1	2
51	COCCn1c(-c2cccs2)nc2nc3ccccc3nc21	-1.2	-1.2	-22	0	0.1	31	-3	-4.1	105	7	21
52	Cc1ccc(C(=O)CCC(=O)NCc2ccccc2)cc1	0.8	-1.6	1	0	1.5	-11	-2	-2.1	117	6	10
53	O=C(Oc1cccc(NC2=NS(=O)(=O)c3ccccc32)c1)c1cccnc1	0.2	2.0	12	-2	0.0	8	-8	-0.7	98	-4	4
54	O=c1[nH]c2ccc(F)cc2[nH]c1=O	-2.1	2.2	19	-10	3.0	-8	1	-2.7	107	2	12
